# Source: PubChem BioAssay
# FUS yeast rescue – FUS proteinopathy suppression in yeast | S. cerevisiae FUS-expressing, growth rescue, OD600, 24 h | Potency, µM (series often up to 76.6 µM), for inactives: at the highest dose growth rescue (activation), usual class: activators | actives 0.24% (n = 390,000);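 further: plate controls were DMSO vehicle for no effect and reference control for full effect; nearly all actives have a fitted effect of over 55% in size; some results filed as inactive show a strong effect at the top dose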
#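 S. cerevisiae expressing FUS from galactose induction served as the toxicity model. Growth after 24hr at 30C, read as absorbance at 600 nm, indicates suppression of toxicity; compounds dosed at several concentrations.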
# EPAC2 antag – antagonists of human EPAC2; EPAC2 GEF exchange of Rap1B-BODIPY-GDP, fluorescence; Potency, µM (doses to about 114 µM), for inactives: at the top dose activity, negative = inhibition, hits mostly inhibitors; actives 0.18% (n = 360,000); AID 720708; further: on the % scale 0 is the no-effect control and ±100 the full control effect; nearly all actives have a fitted effect of over 45% in size; many of its hits are not listed in these tables
# TDP43 rescue – TDP-43 toxicity inhibition in yeast | Potency, µM (titrated, usually from 46.1 µM), without a hit: at the highest dose growth rescue (activation), actives largely listed as activators | AID 652104 | TDP-43 expressing yeast growth rescue, BacTiter-Glo, 24 h | actives 1.8% (n = 410,000); further: % of control where 0% means no effect; nearly all actives have a fitted effect of over 50% in size
#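 In this qHTS, compounds that restore growth of yeast expressing TDP-43 appear as activators. Cells (OD600=0.02, galactose medium, raffinose-pregrown) are incubated with compound 24 hr at 30 deg C and growth is quantified by BacTiter-Glo.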
# EPAC1 antag – EPAC1 (human) antagonism. Potency, µM (top dose mostly 115 µM), for inactives: top-dose activity change, negative = inhibition, hits mostly inhibitors. actives 0.14% (n = 360,000). O95398. AID 720709. EPAC1 GEF assay, Rap1b-BODIPY-GDP exchange fluorescence;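 further: plate controls were vehicle for no effect and positive control for full effect; nearly all actives have a fitted effect of over 50% in size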
# aSyn yeast inh – inhibitors of alpha-synuclein toxicity in yeast; Yeast expressing alpha-synuclein, growth rescue, BacTiter-Glo, 24 h; Potency, µM (highest dose often 46.1 µM), for inactives: at the highest dose growth rescue (activation), actives largely listed as activators; actives 0.14% (n = 370,000); further: % of control where 0% means no effect; nearly all actives have a fitted effect of over 65% in size
#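 Rescue of yeast growth: cells expressing toxic alpha-synuclein, induced in galactose at OD600 0.02, incubated with compound 24 h at 30 C. ATP luminescence quantified growth; inhibitors of toxicity appear as activators.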
# EPAC2 ag – agonists of human EPAC2 (RAPGEF4); Q8WZA2; EPAC2 activation, biochemical qHTS; response scale: 100% = 6.5 mM cAMP response; Potency, µM (series often up to 154 µM), inactives show at the highest dose activation, actives largely listed as activators; actives 0.079% (n = 360,000); AID 720711; further: nearly all actives have a fitted effect of over 50% in size
#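 EPAC2 (100 nM) mixed with Rap1B loaded with BODIPY-GDP (250 nM) plus 50 uM unlabeled GDP; compounds pinned in, 5 min RT, then read every 5 min for 30 min (ex 480, em 540 nm). Normalized to cAMP control.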
# EPAC1 ag – EPAC1 (human) agonism. EPAC1 agonist qHTS, biochemical assay; response scale: 100% = response to 6.5 mM cAMP. Potency, µM (top dose mostly 154 µM), for the others: at the highest dose activation, hits mostly activators. actives 0.073% (n = 360,000); further: nearly all actives have a fitted effect of over 60% in size
#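 Nucleotide exchange by EPAC1 (100 nM) on Rap1B–BODIPY-GDP (250 nM) in the presence of 50 uM GDP is tracked fluorescently at 480/540 nm over 30 min. Signals are normalized to a 6.5 mM cAMP control.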
# PTHR1 ag – agonists of human PTHR1 parathyroid hormone receptor | Q03431 | Potency, µM (highest dose often 115 µM), for the others: at the top dose activation, hits mostly activators | HEK293 GP2 PTHR1 cells, GloSensor cAMP luminescence, 1 h | actives 0.075% (n = 410,000); further: nearly all actives have a fitted effect of over 55% in size; some results filed as inactive show a strong effect at the top dose; inactives centre near -15; many of its hits are not listed in these tables
# Target sequence (Q03431 whole entry, looked up): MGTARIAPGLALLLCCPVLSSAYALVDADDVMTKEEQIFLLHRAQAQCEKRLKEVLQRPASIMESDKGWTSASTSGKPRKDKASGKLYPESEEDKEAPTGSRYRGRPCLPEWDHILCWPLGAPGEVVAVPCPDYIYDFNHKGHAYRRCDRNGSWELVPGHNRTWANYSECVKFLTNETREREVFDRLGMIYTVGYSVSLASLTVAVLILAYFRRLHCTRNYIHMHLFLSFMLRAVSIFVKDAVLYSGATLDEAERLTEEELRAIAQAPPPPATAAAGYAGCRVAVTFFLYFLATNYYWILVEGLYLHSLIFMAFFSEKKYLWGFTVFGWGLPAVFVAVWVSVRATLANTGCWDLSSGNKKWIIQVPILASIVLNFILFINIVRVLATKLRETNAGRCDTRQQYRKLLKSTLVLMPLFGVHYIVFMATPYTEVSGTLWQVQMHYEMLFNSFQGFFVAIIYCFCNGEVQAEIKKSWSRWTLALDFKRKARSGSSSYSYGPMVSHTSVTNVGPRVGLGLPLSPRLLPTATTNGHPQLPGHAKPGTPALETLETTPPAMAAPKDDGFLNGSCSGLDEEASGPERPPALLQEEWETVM
#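 HEK-293-derived GP2 cells expressing PTHR1 and a GloSensor cAMP reporter, 3,000/well, plated overnight, given luciferin plus IBMX (each 0.5 mM as added) for 1 h at 37 °C, then compound for 1 h at 37 °C. Luminescence was read after 15 min at room temperature.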
# * marks the source's active call; other numbers are inactive results; i = inactive; ? = inconclusive; . = no result given; [ ] = another dose, or the depositor's remark. The call rests on the fitted dose curve; in most records, active means well fitted curve in the direction sought with a large enough effect; inconclusive means small, poorly fitted or top-dose-only effect, or another doubt; inactive means no such curve, though single readings can be large; an effect the other way counts as inactive or inconclusive. Potency means the concentration at half of the fitted maximal effect.
SMILES,FUS yeast rescue,EPAC2 antag,TDP43 rescue,EPAC1 antag,aSyn yeast inh,EPAC2 ag,EPAC1 ag,PTHR1 ag
c1ccc(CSc2ncn(-c3ccccc3)n2)cc1,6%,-10%,16%,-3%,-4%,8%,-5%,-21%[57.5 µM]
N#C/C(=C1\C(=O)Nc2c(Cl)cc(Cl)cc21)c1nnc2n1CCCCC2,10%,-1%,-8%,-19%,11%,3%,0%,-3%[57.5 µM]
CC(=O)c1nnn(-c2nc(N3CCCC3)nc(N(c3ccccc3)c3ccccc3)n2)c1C,6%,1%,-15%,6%,-2%,0%,1%,-12%[57.5 µM]
O=C(Nc1cccc(S(=O)(=O)N2CCOCC2)c1)C1CC1,-9%,9%,23%,0%,6%,-4%,-10%,-3%
O=C/C(=C\Nc1ccc(Br)cc1)c1nc2ccccc2o1,-10%,-7%,18%,-13%,0%,2%,7%,-47%[inhibitor]
CC(c1ccccc1)n1cc(C(=O)NCc2ccncc2)nn1 (configuration not stated),0%,6%,12%,4%,0%,4%,6%,i
Cc1cn(S(=O)(=O)c2cc(Br)ccc2Br)cn1,.,4%,23%,-1%,-6%,4%,0%,-4%
Cc1ccc(S(=O)(=O)Nc2cc(-c3ccc(Cl)cc3)nn2C)cc1,14%,2%,-6%,-12%,1%,0%,-1%,i
Cc1csc(-c2cc(C(=O)NCc3ccc(F)cc3)n[nH]2)c1,-6%,8%,0%,-13%,-8%,-1%,-7%,i
Cc1nc(C#N)c(N/N=C/c2c(F)cccc2Cl)o1,-17%,2%,20%,-3%,-9%,3%,-16%,-22%
CC1(C)CC2(CCO1)N1CC3(C)CN2CC(C)(C1)C3=O (configuration not stated),.,0%,3.2µM*,9%,0%,6%,-5%,i
CCSc1nnc(NC(=O)C2CCCN(C(=O)c3ccc(Cl)cc3)C2)s1 (configuration not stated),12%,-5%,7%,4%,3%,-1%,-7%,0%
Cc1cccc(NC(=O)C2CCCC2)c1,15%,3%,1%,5%,-6%,15%,5%,-18%
CCCCc1cc(=O)oc2cc(OC(C)C(=O)NCc3ccccn3)c(Cl)cc12 (configuration not stated),6%,0%,22%,12%,0%,-11%,2%,i
Brc1ccc(C2Nc3cccc4cccc(c34)N2)o1,3%,-4%,-26%,-2%,11%,5%,0%,-21%[57.5 µM]
COc1ccc(C=C(C(=O)c2ccccc2)c2ccccc2)cc1,0%,?,0%,-8%,1%,14%,1%,i
C=CCNC(=O)c1oc2ccc(S(=O)(=O)N3CCC4(CC3)OCCO4)cc2c1C,9%,3%,0%,14%,16%,-8%,-2%,i
CCOc1ccc(CNC(=O)c2ccco2)cc1,-16%,-5%,6%,-24%,-1%,2%,-6%,i
CC(=O)Nc1ccc(SCC(=O)OCC(=O)NC(=O)NC2CCCC2)cc1,6%,9%,-3%,11%,6%,2%,-1%,i
Cc1ccc(Sc2ccc(NC(=O)c3ccc(S(C)(=O)=O)cc3Cl)cc2)cc1,19%,0%,21%,-2%,-14%,-15%,-13%,-34%[inhibitor][57.5 µM]
O=C(NCc1cc(C(F)(F)F)cc(C(F)(F)F)c1)C1CC(c2ccccc2[N+](=O)[O-])=NO1 (configuration not stated),24%,-20%,-2%,-26%,8%,-2%,-23%,-65%[inhibitor]
C[C@@H]1CN(Cc2cn(C)nc2-c2cccc(Cl)c2)C[C@H](C)O1,21%,-6%,-19%[9.22 µM],-1%,-2%,8%,3%,i
CCOC(=O)c1sc2nc(C)nc(N3CCN(c4ncccn4)CC3)c2c1C,-22%,-4%,4%,-14%,-8%,16%,-9%,i
COc1ccc(S(=O)(=O)N2CCN(C(=O)NC3CCCCC3)CC2)cc1,-6%,0%,-4%[9.22 µM],-9%,-10%,-2%,-6%,-14%
Cc1cc(C)n(CCNC(=O)c2cc(COc3c(F)cccc3F)on2)n1,8%,0%,-6%[0.397 µM],-7%,-3%,6%,-2%,-9%
CCOC(=O)c1cccc(C(=O)Oc2ccccc2)n1,-30%,0%,-18%,-11%,-2%,6%,-4%,i
CCC(C)Oc1ccc(/C=C/c2[nH]c(=O)[nH]c(=O)c2[N+](=O)[O-])cc1OC (configuration not stated),35%,-14%,-35%[inhibitor][9.22 µM],-29%,-3%,8%,1%,-38%[inhibitor]
Cc1nc2scc(-c3ccc(C(C)C)cc3)c2c(=O)n1N,21%,-13%,1%,?,11%,5%,-2%,-95%[inhibitor]
CN(Cc1ccco1)c1ncnc2ccc(-c3ccoc3)cc12,5%,3%,.,-8%,.,7%,-19%,-2%
COc1cc(OC)cc(-c2c(Sc3ccccc3)c3cc(-c4ccc5c(c4)OCCO5)ccc3n2C)c1,24%,2%,24%,-3%,0%,4%,-5%,-21%
O=c1ccc(-c2ccccc2)nn1Cc1ccc(F)cc1,-15%,?,1%,-37%,3%,-6%,-4%,22%
CC(=O)Nc1ccc(C(=O)COC(=O)C2CC2)c(F)c1,2%,4%,-15%,5%,1%,7%,9%,-19%
CN(C)c1ncc(S(=O)(=O)c2ccccc2)c(-c2ccc(Cl)cc2Cl)n1,.,-2%,0%,-1%,2%,7%,13%,-16%
CC1=NN(c2ccccc2)C(=O)/C1=C\c1ccc(Br)s1,-27%,2%,23%,-5%,-16%,11%,20%,-38%[inhibitor]
CCCN(Cc1ccccc1)C(=S)Nc1ccc(C(C)=O)cc1,24%,-14%,.,-10%,7%,7%,8%,i
Cc1nn(Cc2ccccc2)c(Cl)c1C(=O)OC1CCOC1=O (configuration not stated),-7%,0%,?,-7%,4%,-6%,-9%,-29%

# 3 of the compounds above, with each value named:
Cc1nn(Cc2ccccc2)c(Cl)c1C(=O)OC1CCOC1=O (configuration not stated)
  FUS yeast rescue: -7%	EPAC2 antag: 0%	TDP43 rescue: ?	EPAC1 antag: -7%	aSyn yeast inh: 4%	EPAC2 ag: -6%	EPAC1 ag: -9%	PTHR1 ag: -29%
Cc1nc2scc(-c3ccc(C(C)C)cc3)c2c(=O)n1N
  FUS yeast rescue: 21%	EPAC2 antag: -13%	TDP43 rescue: 1%	EPAC1 antag: ?	aSyn yeast inh: 11%	EPAC2 ag: 5%	EPAC1 ag: -2%	PTHR1 ag: -95%[inhibitor]
CN(Cc1ccco1)c1ncnc2ccc(-c3ccoc3)cc12
  FUS yeast rescue: 5%	EPAC2 antag: 3%	TDP43 rescue: .	EPAC1 antag: -8%	aSyn yeast inh: .	EPAC2 ag: 7%	EPAC1 ag: -19%	PTHR1 ag: -2%

# Going on with the list:
SMILES,FUS yeast rescue,EPAC2 antag,TDP43 rescue,EPAC1 antag,aSyn yeast inh,EPAC2 ag,EPAC1 ag,PTHR1 ag
C[C@]12C=CC(=O)C=C1CC[C@@H]1[C@@H]2[C@@H](O)C[C@@]2(C)[C@H]1CC[C@]2(O)C(=O)COC(=O)CCC(=O)O,-18%,-15%,12%,0%,-6%,5%,-15%,-27%
O=C(Cc1cccc(NC(=O)C2CCCN(C(=O)C3CCCCC3)C2)c1)Nc1ccc(C(=O)N2CCOCC2)cc1 (configuration not stated),13%,5%,13%,4%,-6%,7%,-12%,i
CCOC(=O)c1cnn(-c2ccc(F)cc2)c1N,-3%,-2%,0%,7%,3%,7%,9%,i
O=S1(=O)CCN(OCc2ccc(Cl)cc2)CC1,-7%,9%,-10%[0.397 µM],10%,6%,-6%,-8%,i
O=C1CN(S(=O)(=O)c2ccc(F)cc2)CCN1,-8%,5%,-11%,-17%,-7%,6%,4%,i
COc1ccc(C(C#N)=Cc2ccc(NC(C)=O)cc2)cc1,7%,6%,-3%,5%,4%,3%,1%,-10%
O=C(OCC(=O)N1CCOCC1)c1cc(=O)[nH]c2ccccc12,.,0%,6%,6%,?,1%,1%,-15%
CCCOc1ccc(C2C(=O)N(C3CCCCC3)CC(=O)N2CCC)cc1OC (configuration not stated),24%,1%,-15%,18%,3%,-16%,-3%,i
CCc1ccc(-c2nc(C)c(CCO)c(=O)[nH]2)cc1,9%,-1%,-20%,2%,-3%,7%,3%,i
CCOc1ccc(NC(=O)NNC(=O)c2ccc3ccccc3c2O)cc1,15%,-1%,-1%,5%,-2%,-2%,7%,-4%
CCCCN=C(NNc1ccc(Br)cc1)C(=O)OCC,1%,8%,?,4%,8%,6%,7%,i
c1ccc(-c2cc(N3CCCCCC3)n[nH]2)cc1,49%,-6%,-12%,0%,9%,6%,-5%,-10%[57.5 µM]
CCc1c(C)nc(SCC(=O)N2CCCCC2CC)[nH]c1=O (configuration not stated),-2%,-6%,?,3%,4%,-3%,-2%,-13%
O=C(Nc1ccc(S(=O)(=O)Nc2ncccn2)cc1)c1ccc(Br)cc1,-28%,9%,11%,13%,5%,5%,10%,i
S=C1CCC(c2ccc(Br)cc2)=NN1c1ccccc1,1%,2%,-7%,-17%,0%,10%,0%,-67%[inhibitor]
CC1(C)CCN(Cc2ccccc2)C1CC#N (configuration not stated),3%,-4%,-2%,-5%,-6%,5%,2%,i
COc1ccc(C(=O)Nc2cccnc2Cl)cc1OC,1%,-10%,0%,22%,1%,9%,16%,-25%
CCCN1C(=O)c2ccc(C(=O)Nc3nccs3)cc2C1=O,15%,-1%,-12%,3%,1%,6%,3%,-18%
CCn1cc(C(=O)OCC(=O)Nc2ccc(S(=O)(=O)N3CCCC3)cc2)c(=O)c2ccc(C)nc21,16%,1%,12%,-2%,-5%,-9%,4%,i
Cc1ccc(/C=C2/SC(=S)N(c3ccc(S(=O)(=O)Nc4nccs4)cc3)C2=O)cc1,33%,-11%,8%,?,7%,4%,9%,-33%[inhibitor]
COc1ccc(S(=O)(=O)Nc2ccccc2C(=O)NC(C)(C)C)cc1OC,8%,4%,-13%,12%,-2%,-1%,-6%,i
COCOc1cccc(CN2CCC2(C)C(=O)Nc2ccc(C)c(O)c2)c1 (configuration not stated),-3%,-25%,15%,-18%,?,7%,-9%,i
Cc1cc2nc(CSc3ccc(Cl)cc3)cc(=O)n2[nH]1,17%,5%,-19%[9.22 µM],4%,-1%,-5%,-6%,i
COc1ccc(C(=O)NNC(=O)c2cc3cccc(OC)c3oc2=O)cc1,4%,1%,16%[9.22 µM],7%,0%,14%,5%,i
O=C(COC(=O)Cc1cn2ccsc2n1)Nc1nc2ccccc2s1,0%,11%,0%,2%,2%,-1%,0%,-7%[57.5 µM]
CCC1CCCCN1C(=O)CSc1nnc(CNC(=O)COc2ccc(Cl)cc2)o1 (configuration not stated),22%,6%,7%,7%,11%,-17%,-2%,-19%
O=C(NCCC(=O)N1CCC2(CC1)NCCc1[nH]cnc12)c1ccc(F)c(F)c1,-22%,7%,5%,7%,-6%,12%,-2%,i
COc1ccc(NC(=O)CSc2nnc(Cc3ccccc3)c(=O)n2N)cc1,17%,-10%,8%,11%,7%,-4%,3%,i

# Not all compounds are listed. The share of hits here may be higher or lower than overall.
